APP 5UTR inh: APP translation inhibition; actives 0.82% (n = 190,000); inhibition, % at 2 µM; SH-SY5Y APP 5'UTR-luciferase reporter, luminescence; AID 1285;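 active means inhibition above a set limit, derived from the sample mean plus 3 SD, cut at about 45% in these data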; further: values of inactives mirror those of a sister screen read the other way
ROMK primary: modulates human ROMK potassium channel activity; P48048; Tet-inducible ROMK, thallium flux fluorescence; actives lie on both sides; B-score at 10 µM; actives 2% (n = 130,000);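 active means signal ratio slope over the read window, or its plate-corrected B-score, at least 3 SD from the plate mean, either direction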;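 further: B-score of the F/F0 ratio slope over 7 to 12 s after thallium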
Target sequence (P48048 whole entry, looked up): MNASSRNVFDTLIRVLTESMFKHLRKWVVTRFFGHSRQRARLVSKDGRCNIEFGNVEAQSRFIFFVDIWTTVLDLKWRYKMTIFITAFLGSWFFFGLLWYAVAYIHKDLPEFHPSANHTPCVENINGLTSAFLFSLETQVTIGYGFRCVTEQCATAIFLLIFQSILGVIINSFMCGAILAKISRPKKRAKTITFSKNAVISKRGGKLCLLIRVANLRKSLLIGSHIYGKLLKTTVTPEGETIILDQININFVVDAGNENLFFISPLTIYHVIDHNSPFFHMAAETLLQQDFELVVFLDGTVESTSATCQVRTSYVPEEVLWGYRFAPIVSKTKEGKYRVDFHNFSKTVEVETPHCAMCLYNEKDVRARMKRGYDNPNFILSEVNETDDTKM
FLuc act counter: firefly luciferase counter-screen for stimulation assays; ATPlite luciferase biochemical, luminescence, 10 min; 0 = ATP-free wells, 1 = DMSO control; 200,000 tested, under 10 active; P08659; activation factor at 10 µM;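 active means luciferase activation factor, scaled between plate controls, of at least 2 with compound at 10 µM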
Target sequence (P08659 whole entry, looked up): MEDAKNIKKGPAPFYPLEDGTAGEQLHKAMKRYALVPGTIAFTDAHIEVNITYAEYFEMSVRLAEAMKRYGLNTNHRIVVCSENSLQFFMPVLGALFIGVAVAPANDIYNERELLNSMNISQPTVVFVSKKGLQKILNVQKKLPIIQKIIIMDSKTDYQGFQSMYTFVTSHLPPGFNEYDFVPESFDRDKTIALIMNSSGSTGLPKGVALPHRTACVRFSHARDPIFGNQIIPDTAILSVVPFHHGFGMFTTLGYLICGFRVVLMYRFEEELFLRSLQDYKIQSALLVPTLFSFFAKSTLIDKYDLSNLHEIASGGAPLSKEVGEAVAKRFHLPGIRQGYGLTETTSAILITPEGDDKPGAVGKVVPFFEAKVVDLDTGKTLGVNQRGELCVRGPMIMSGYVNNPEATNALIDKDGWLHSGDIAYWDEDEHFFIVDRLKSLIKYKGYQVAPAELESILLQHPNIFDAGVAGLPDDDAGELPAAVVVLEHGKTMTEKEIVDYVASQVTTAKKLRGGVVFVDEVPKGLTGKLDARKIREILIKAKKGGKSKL
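System: cell-free luciferase reagent; medium: PBS as buffer for the ATP substrate; doses: test compounds dosed from 2 mM stocks in 100% DMSO; incubation: 10 min, room temperature; measured by: luminescence from luciferase reaction; read-out: luciferase activation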
APP 5'UTR act: APP 5'UTR luciferase reporter activation; SH-SY5Y APP 5'UTR luciferase reporter, luminescence; zero percent = DMSO vehicle wells; activation, % at 2 µM; actives 1% (n = 190,000);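 active means activation above a set limit, based on mean plus 3 SD of controls, cut at about 140% in these data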; further: values of inactives mirror those of a sister screen read the other way
FLuc inhib CS: counter-screen for luciferase assay inhibitors: firefly luciferase inhibition; P08659; ATPLite firefly luciferase biochemical luminescence, 10 min; inhibition, % at 10 µM; actives 1.5% (n = 200,000); AID 1006;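 active means inhibition above about 50% when tested at 10 µM, limit read from the data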
NF-kB neuron act: raises NF-kB expression in human neuronal cells. NF-kB reporter expression; active compounds read high. fold change at 12.5 µM. actives 1.6% (n = 190,000). AID 1239; in the data active means fold change above about 3.3
STAT3 act: STAT3 signaling activation; AID 871; activation (% of control), % at 5.6 µM; actives 0.91% (n = 190,000); U3A cells, IL-6 STAT3-luciferase reporter, luminescence; 100% = signal with IL-6 EC80 alone;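 active means activation above the screen-wide mean of compound activation plus 3 SD, cut at about 130% in these data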;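 further: 0% = background luminescence of wells with medium and substrate only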
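Detection: reporter luminescence signal / Assay system: STAT1-lacking human U3A cells, STAT3 luciferase reporter / Incubation: compound pre-incubation 1 h before IL-6, then 6 h stimulation at 37 °C / Control set: IL-6-only high control / Read-out: % activation relative to IL-6 control / Probe or stimulus: Interleukin-6, 33 ng/mL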
STAT1 activator: activators of IFN-gamma induced STAT1 signaling; AID 932; activation (% of control), % at 5.5 µM; actives 2.6% (n = 200,000); NIH 3T3 STAT1-luciferase reporter, luminescence; 100% = IFN-gamma alone, no compound;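 active means activation above the screen-wide mean activation plus 3 SD, cut at about 130% in these data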;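 further: raw ratio to IFN-gamma control signal so 100% means no change and 0% no light; values of inactives mirror those of a sister screen read the other way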
STAT3 inh: reduces IL-6 driven STAT3 reporter signal | U3A cells, IL-6 STAT3-luciferase reporter, luminescence; host cell line lacks STAT1 | actives 0.89% (n = 190,000) | inhibition, % at 5.5 µM;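 active means inhibition above the mean inhibition across all screened compounds plus 3 SD, cut at about 44% in these data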;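 further: 0% = DMSO only wells and 100% = 100 µM nifuroxazide control wells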
STAT1 blocker: STAT1 signaling inhibition. NIH 3T3 STAT1-luciferase reporter, IFN-gamma, luminescence. inhibition, % at 5.5 µM. actives 0.35% (n = 200,000);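 active means inhibition above a set limit, the mean inhibition across all tested compounds plus 3 SD, cut at about 34% in these data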;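 further: 0% = IFN-gamma with DMSO and 100% = IFN-gamma with 300 µM nifuroxazide; values of inactives mirror those of a sister screen read the other way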
Numbers without * were called inactive; nt = no result given. No enrichment for hits; overall some 7.1% were active at least once.

Fields – APP 5UTR inh	ROMK primary	FLuc act counter	APP 5'UTR act	FLuc inhib CS	NF-kB neuron act	STAT3 act	STAT1 activator	STAT3 inh	STAT1 blocker
- CCOc1[nH]n(-c2ccc(Cl)cc2)c(=O)c1C=Nc1ccc(C)cc1
  0	-0.065	1.1	0	-6	1.1	103	103	-2	-3
- COCCCNC(=O)c1ccc(NC(C)=O)cc1
  -19	-0.88	1	19	2	1.4	104	93	0	9
- Cn1cnnc1SCC(=O)Nc1ccc2nc(SCc3ccccc3)sc2c1
  -30	0.26	0.9	30	8	2.3	106	121	-7	-30
- CCCNC(=O)NC(=O)COC(=O)c1oc2ccc(OCC)cc2c1C
  17	0.05	1.1	-17	-5	1.1	105	100	-2	0
- Cc1nn(-c2ccccc2)c(Cl)c1/C=N/NC(=O)c1ccccc1NS(=O)(=O)c1cccs1
  34	-2.5	0.9	-34	8	1	104	99	-4	1
- CCC1CCCCN1Cc1ccc(CNS(=O)(=O)c2ccc3c(c2)oc(=O)n3C)o1 (stereo unspecified)
  -24	-0.9	1.1	25	-5	1.2	102	102	2	-1
- Cc1ccc(NC(=O)Cn2cnc3ccccc32)cc1C
  12	-1.6	1	-12	-3	0.99	76	85	31	15
- COc1ccc(CS(=O)(=O)c2nc(C)cc(C)c2S(C)(=O)=O)cc1
  7	-0.0084	1	-7	-2	0.96	98	100	4	-1
- CCC(C)[C@H](NC(=O)NCC1CCCO1)C(=O)OC (stereo partly specified)
  4	-0.21	1.1	-4	-6	0.9	103	92	-1	8
- CCn1cnc2sc(C(=O)N3CCN(c4ccc(OC)cc4)CC3)c(C)c2c1=O
  -19	2.2	1.1	19	-6	0.99	99	96	4	5
- CCCOc1ccc(-c2nc(C#N)c(N3CCN(C)CC3)o2)cc1
  3	nt	1	-3	-1	1	88	102	20	-2
- CN(Cc1n[nH]c(=S)n1C)S(=O)(=O)c1ccccc1
  5	1.3	1.1	-5	-5	1.9	99	97	6	3
- COc1ccc(N(CC(O)Cn2c3ccccc3c3ccccc32)S(=O)(=O)c2ccccc2)cc1 (stereo unspecified)
  -5	nt	1.1	5	-7	0.44	94	102	18	-2
- CCC1CCCCN1C(=O)CSc1nnc(-c2ccc(Cl)cc2)o1 (stereo unspecified)
  7	nt	1	-7	-2	1.2	94	100	12	0
- Clc1ccc(CSc2nnc([C@@H]3CCCN3)o2)cc1Cl
  -3	-0.9	1.1	3	-8	1.2	106	97	-4	3
- Cc1ccc(S(=O)(=O)NC(=O)NC(=O)N(C)S(=O)(=O)c2ccc(C)cc2)cc1
  8	-0.067	1.1	-8	-8	1.1	93	99	13	1
- CCc1ccccc1NS(=O)(=O)c1ccc2[nH]cc(C(=O)NCC3CCCO3)c(=O)c2c1 (stereo unspecified)
  -4	nt	1.1	4	-8	0.74	98	88	5	13
- O=C(CSc1ncnc2sc3c(c12)CCCCC3)NCc1ccco1
  6	1.1	1	-6	2	0.97	100	104	0	-1
- Cn1c(=O)nc2n(Cc3ccccc3)c3cccc(Cl)c3cc-2c1=O
  -12	nt	1.1	12	-10	1.2	96	104	4	-4
- Cc1cccc2nc3ccccc3nc12
  3	-0.051	1	-3	2	0.99	95	101	9	-2
- c1ccc(Nc2scc(-c3ccccc3)[n+]2Cc2ccco2)cc1
  -113	-1.1	1	113	0	3.4*	111	143*	-9	-46
- O=C(CC1SC(=Nc2ccc(OC(F)F)cc2)N(CCN2CCOCC2)C1=O)Nc1ccc(F)cc1F (stereo unspecified)
  6	0.81	1	-6	-4	0.9	106	110	0	-12
- CCOC(=O)C1=C(c2ccccc2)NC(=O)NC1c1cc(Cl)c(O)c(OC)c1 (stereo unspecified)
  2	-0.024	1.1	-2	-7	0.92	97	87	6	12
- CCCCC(CC(O)COCCC)C(=O)NN (stereo unspecified)
  1	0.19	1	-1	-5	0.98	102	100	1	-2
- C=CCn1cnc2c(nnn2-c2ccc(C)c(C)c2)c1=O
  -17	-0.24	1	17	1	1.8	98	116	10	-20
- COc1ccc(-c2noc(-c3ccc(C)cc3)n2)cc1
  -38	0.62	0.6	38	44	5.9*	89	133*	11	-36
- CC(C)CC(C(=O)O)N(Cc1ccccc1)Cc1ccccc1 (stereo unspecified)
  7	1.3	1	-7	-4	1.2	96	103	8	-2
- O=C(CCC1CCCC1)c1c(O)c2ccccc2oc1=O
  -61	nt	0.9	61	11	1.2	114	105	-12	-5
- COc1ccc(/C(C)=N/Nc2cccc(C(=O)O)c2)cc1OC
  -217	0.71	1	217*	1	1.1	112	107	-5	-9
- CCCCNC(=S)N=Nc1c(O)[nH]c2ccccc12
  4	-0.036	1	-4	-3	1.4	92	109	16	-11

A second format for part of the listing above:
SMILES: Cc1ccc(NC(=O)Cn2cnc3ccccc32)cc1C
  APP 5UTR inh: 12
  ROMK primary: -1.6
  FLuc act counter: 1
  APP 5'UTR act: -12
  FLuc inhib CS: -3
  NF-kB neuron act: 0.99
  STAT3 act: 76
  STAT1 activator: 85
  STAT3 inh: 31
  STAT1 blocker: 15

SMILES: COc1ccc(CS(=O)(=O)c2nc(C)cc(C)c2S(C)(=O)=O)cc1
  APP 5UTR inh: 7
  ROMK primary: -0.0084
  FLuc act counter: 1
  APP 5'UTR act: -7
  FLuc inhib CS: -2
  NF-kB neuron act: 0.96
  STAT3 act: 98
  STAT1 activator: 100
  STAT3 inh: 4
  STAT1 blocker: -1

(list continues)
Fields – APP 5UTR inh	ROMK primary	FLuc act counter	APP 5'UTR act	FLuc inhib CS	NF-kB neuron act	STAT3 act	STAT1 activator	STAT3 inh	STAT1 blocker
- NNC(=O)c1sccc1OCc1ccc(Cl)cc1Cl
  -8	-1.3	1.1	8	-7	1.1	95	93	13	6
- CCOc1ccc(NC(=O)N2CCC(C(=O)c3ccc(F)cc3)CC2)cc1
  14	nt	1	-14	-2	1.2	84	99	23	1
- COC(=O)c1ccccc1NC(=O)Cn1nnc(-c2ccc(OC)cc2)n1
  21	0.55	1	-21	-5	1.1	103	102	-1	4
- Cn1c(SCC(=O)Nc2nccs2)nnc1-c1ccco1
  -5	0.26	1.1	5	-6	1.2	97	104	7	-7
- COc1ccc(S(=O)(=O)NCCC(C)C)cc1C
  nt	-1.5	1.1	nt	-6	0.99	97	96	4	4
- FC(F)(F)c1cnc(NNC(=S)Nc2ccc(Cl)cc2)c(Cl)c1
  -2	1.2	1.1	2	-11	0.32	88	95	17	6
- CC1C(=O)NN=C1C(=O)N/N=C\c1ccc(O)cc1O (stereo unspecified)
  -72	nt	0.7	72	30	0.88	101	97	-6	3
- CCN1CCN(C(=O)/C=C/c2ccccc2[N+](=O)[O-])CC1
  5	0.3	1	-5	-5	1.3	104	105	0	-6
- O=C(NC1=NCCS1)c1cc(-c2ccc(F)cc2)nc2ccccc12
  11	0.032	0.9	-11	13	0.99	99	104	-1	-2
- Cc1c(NC(=O)Cn2[nH]c(=O)c3ccccc3c2=O)c(=O)n(-c2ccccc2)n1C
  2	nt	1.1	-2	-5	0.86	97	99	7	1
- COc1cc2c(cc1OC)C(/C(C#N)=N\O)=NC(C)(C)C2
  10	0.018	1	-10	0	1.2	108	108	-6	-9
- O=C(N/N=C/C=C/c1ccccc1)c1n[nH]c2c1CCC2
  60*	4*	1	-61	-3	1.3	103	117	-5	-18
- COc1ccc(CNC(=O)C2CCN(S(=O)(=O)N3CCC4(CC3)OCCO4)CC2)c(OC)c1
  -3	-0.096	1	3	-3	1.3	99	105	9	-6
- CC(C)(C)c1ccc(-c2nnc(N)s2)cc1
  -146	2	0.1	146*	87*	4.9*	94	132*	17	-36
- COc1ccc2nc(NC(=O)[C@@H]3CCCN3C(=O)c3cccs3)sc2c1
  2	0.039	0.9	-2	8	1.2	101	103	-3	-3
- COc1ccc(N(CC(=O)N/N=C/c2cc3ccc(OC)cc3nc2Cl)S(=O)(=O)c2ccccc2)cc1
  -5	nt	1	5	-4	1	99	94	4	7
- O=C(N/N=C/c1ccco1)c1cccc([N+](=O)[O-])c1
  0	0.41	1.1	0	-7	1	100	102	1	-3
- O=C(O)C1CCC(N2C(=O)C3CCCCC3C2=O)CC1 (stereo unspecified)
  -2	-0.046	1.1	2	-8	0.92	97	95	8	5
- COC(=O)c1ccc(NC(=O)Cc2ccc(C)cc2)cc1
  -21	0.57	1	21	-5	1.2	100	101	6	-1
- O=C(Nc1nc(-c2cccnc2)cs1)c1cccc([N+](=O)[O-])c1
  -41	0.12	1	41	-1	2	87	110	17	-12
- C#CCNC(=O)C1=C[C@H](c2coc3ccccc3c2=O)[C@@H](CCCO)[C@H](OCC)O1
  -3	nt	1	3	-1	1.2	nt	102	nt	-1
- CCN(c1ccccc1)S(=O)(=O)c1ccc(Cl)nc1
  -6	-0.31	1	6	3	0.97	106	100	2	-2
- Cc1ccc(-c2nnc(SCC(=O)N3CCN(c4ccccc4)CC3)o2)cc1
  -15	0.032	1.1	15	-6	0.9	96	105	10	-5
- CCCN(CCC)Cc1c(C(=O)OCC)nnn1-c1nonc1N
  5	0.15	1.1	-5	-8	1.2	108	92	-9	8
- CCOC(=O)NCc1ccc(S(=O)(=O)Nc2c(C)cccc2C)cc1
  1	-0.51	1.1	-1	-10	1	102	95	5	6
- CC(=N/O)/C(=N\O)c1ccc(C)o1
  -3	0.92	1	3	-4	1.2	105	100	-1	0
- CC(=O)c1cccc(NC(=O)C2CCN(S(=O)(=O)c3ccc(F)cc3)CC2)c1
  -7	nt	1.1	7	-12	1.2	96	98	8	2
- N#Cc1nc(N)nc(N(c2ccccc2)c2ccccc2)n1
  -2	-0.0056	1	2	-4	1.1	106	92	-2	9
- COc1ccc(C2CC(c3cccs3)n3nc(N)nc3N2)cc1 (stereo unspecified)
  6	nt	1	-6	-1	0.58	86	103	22	-3
- Cc1ccc(/C=N/Nc2ccc(C(=O)O)cc2)o1
  -125	-0.33	1	125	4	3	122	125	-22	-27
- O=c1c2ccccc2nc(SCc2cn3ccsc3n2)n1-c1ccccc1F
  1	nt	1	-1	1	0.79	104	109	-2	-10
- CCCNC(=O)c1ccccc1NC(=O)c1ccccc1SC
  -1	0.062	1.1	1	-8	1.3	102	91	5	9
- O=C(Nc1ccc(Cl)cc1C(F)(F)F)c1ccc(Cl)cc1
  -5	nt	1	5	-3	1.3	95	116	16	-17
- CCc1cc(=O)oc2cc(C)c3c(C)coc3c12
  -11	nt	1	11	-1	1.3	94	98	11	3
- Cn1c(C(=O)O)c(CC(=O)NCc2cccnc2)c2ccccc21
  10	-0.027	1	-10	-4	1.3	100	104	2	-4
- CN1CCN(Cc2c(O)ccc3c2oc(=O)c2ccccc23)CC1
  0	nt	1	0	2	1.2	99	105	8	-4
- Cc1cnc(C(=O)OCC(=O)Nc2ccc(Oc3ccccc3)cc2)cn1
  -2	nt	1	2	3	0.93	108	103	-3	-4
- CCCCC(=O)N/N=C(\C)CC(=O)Nc1ccccc1Br
  -23	-0.49	1	23	-4	1.1	102	103	0	-4
- Cc1nn(-c2ccccc2)cc1C(c1c(N)[nH]c(=S)[nH]c1=O)c1c(N)[nH]c(=S)[nH]c1=O
  6	nt	1	-6	-1	1.2	103	106	0	-9
- CCn1cc(C(=O)OCC(=O)N2C(C)CCCC2C)c(=O)c2ccc(C)nc21 (stereo unspecified)
  -4	0.24	1	4	2	1.2	95	104	8	-5
- Cc1ccc(C(=O)N2CCN(c3ccc(NC(=O)c4cccnc4)cc3)CC2)cc1
  -17	0.15	1	17	-5	0.78	99	106	5	-7

Source: PubChem BioAssay (several laboratories)
